Insulin prom inh – TRM-6 insulin promoter activity inhibition; TRM-6 cells (human fetal islet line), insulin promoter-eGFP reporter, imaging; reporter expression induced with tamoxifen; inhibition, % at 2 µM; hit rate 0.9% among 130,000; AID 1273;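 active = inhibition above the mean plus 3 SD, with well images judged a real hit on visual review, cut at about 60% in these data, passing the limit was not always enough; inconclusive = inhibition over the cutoff but images rejected on review; inactive = inhibition not above the cutoff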
SDO1 yeast rescue – sdo1-depleted yeast growth rescue. hit rate 0.21% among 140,000. S. cerevisiae sdo1-depleted JHY4D growth rescue, OD600 30 h; hits give high values; pdr5 snq2 efflux-pump mutant strain. AID 817. z-score at 10 µM;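 active = z-score above 3 at both the 24 hr and the 30 hr optical density reads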;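 also: z-score against mean and SD of all compound wells on the same plate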
SDO1 yeast rescue Rescue 24 h – recorded beside SDO1 yeast rescue, whose call it bears; z-score; S. cerevisiae sdo1-depleted JHY4D growth rescue, OD600; measured here: growth rescue at 24 h;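 0 is the plate mean of compound wells and units are plate SD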
* marks the source's active call; other numbers are inactive results; i = inactive; ? = inconclusive; . = not tested or not shown; & = joins results of further samples.

Below each compound – Insulin prom inh	SDO1 yeast rescue Rescue 24 h	SDO1 yeast rescue
- Cc1c(Cl)cccc1-n1c(SCC(=O)N2CCC(C(=O)O)CC2)nnc1-c1ccncc1
  53	.	.
- COc1ccc(-n2c(C)cc(C(=O)NC3CCCCC3)c2C)cc1
  8	-1.6	-1.4
- O=C1c2ccccc2C(=O)N1CCc1csc(-c2ccccc2)n1
  -14	0.68	0.4
- Cc1nn(Cc2c(Cl)cccc2Cl)c(C)c1NC(=O)c1cnn2c(C(F)F)cc(-c3ccccc3)nc12
  .	0.56	-0.41
- COc1ccc(CCN2C(=O)C(Oc3ccccc3)C2c2ccc3c(c2)OCO3)cc1 (stereo not given)
  -42	0.27	-0.07
- O=C(c1ccco1)N1CCN(C/C=C/c2ccccc2)CC1
  .	-0.83	-0.27
- CC1(C)N=C(c2cccs2)C(C)(C)N1O
  -3	0.8	-0.92
- O=C1CCC(C(=O)OCC(=O)N2N=C3/C(=C/c4ccccc4)CCCC3C2c2ccccc2)N1 (stereo not given)
  -379	0.28	0.06
- O=C(c1ccc(-n2c(SCc3cccc(F)c3)nc3ccccc3c2=O)cc1)N1CCOCC1
  -82	0.25	-0.6
- Cn1nnnc1SCCNCc1cccnc1
  .	-0.04	-0.62
- c1ccc(C2NCCc3ccccc32)cc1 (stereo not given)
  -127	.	.
- COc1ccc(CCNc2cc(=O)[nH]c(N)n2)cc1
  i	-0.05	0.61
- CN(C)c1cccc2c1C(=O)c1ccccc1C2=O
  -13	1.3	0.5
- CC(C)c1cc(C(F)(F)F)n2nc(C(=O)Nc3ccc4c(c3)OCO4)cc2n1
  3	0.56	-0.23
- Cc1ccc(S(=O)(=O)N2CCCOC2CNC(=O)C(=O)NCCC2=CCCCC2)cc1 (stereo not given)
  -17	-0.77	-0.49
- CCCCOC(=O)Nc1cc(Cl)ccc1C
  50	0.93	1
- COc1c(C(C)C)cc(NC(C)=O)cc1C(C)C
  -52	-0.22	0.07
- C[C@@H]1O[C@@H](O[C@H]2[C@H](Oc3cc(O)c4c(c3)O[C@H](c3ccc(O)cc3)CC4=O)O[C@H](CO)[C@@H](O)[C@@H]2O)[C@H](O)[C@H](O)[C@H]1O
  40	.	.
- CC1(C)CC(=O)C=C(Nc2cccc(O)c2)C1
  .	1.1	0.24
- CN(C)Cc1ccccc1Cc1ccccc1
  -13	0.27	0.45
- COc1cc(C2NC(=O)NC(C)=C2C(=O)OCc2ccc(C)cc2)cc(OC)c1O (stereo not given)
  .	0.17	-0.12
- CCOC(=O)c1cnc(-n2[nH]c(C)c(Cc3ccccc3)c2=O)[nH]c1=O
  -7	.	.
- COc1ccc(NC(=O)COC(=O)/C=C/c2ccccc2[N+](=O)[O-])cc1OC
  17	-0.73	-0.18
- CN(c1cccc(NS(=O)(=O)c2cccs2)c1)S(C)(=O)=O
  -8	0.23	0.88
- CC(C)NC(=O)C1CCN(Cc2cnn(-c3ccccc3)c2-n2cccc2)CC1
  4	-0.78	0.69
- O=C(Nc1cccc(S(=O)(=O)N2CCOCC2)c1)c1ccc(N2CCOCC2)c([N+](=O)[O-])c1
  .	0.04	0.36
- COc1ccc(OC)c(NC(=O)CSc2nnc(Cc3cccn3C)n2CCc2ccccc2)c1
  .	-1.3	-1.2
- CC12C=CC3(CN(Cc4ccccc4)C(=O)C3C1C(=O)NC1CC1)O2 (stereo not given)
  .	1.2&1.4	1.4&1.2
- COC(=O)c1nn(-c2ccc(OC)cc2)c(=O)cc1Sc1ccc(C)cc1
  41	.	.
- Cc1c(C(=O)Nc2ccc3c(c2)OCO3)sc2ncn(CC(=O)N3CC(C)CC(C)C3)c(=O)c12 (stereo not given)
  .	-0.41	0.15
- CC1Cc2nc(SCC(=O)NCC3CCCO3)n(Cc3ccccc3)c(=O)c2S1 (stereo not given)
  29	0.92	0.77
- N#CCCN(C(=O)COC(=O)c1ccc(S(=O)(=O)Nc2ccccc2)cc1)c1ccccc1
  -21	0.14	0.74
- O=C1Nc2c(Br)cc(Br)cc2C1(O)N1CCOCC1 (stereo not given)
  -69	-0.96	-0.6
- CCOc1ccccc1N1CCN(CC(=O)N(CC(C)C)c2c(N)n(CC(C)C)c(=O)[nH]c2=O)CC1
  -10	.	.
- Cc1ccc(NC(=O)C(=O)NC(C)C2COc3ccccc3O2)cc1 (stereo not given)
  60	-0.23	-0.84
- O=c1cc(O)c2sc3nc(C(F)(F)F)c4c(c3c2[nH]1)CCCCC4
  45	.	.
- O=C(CSc1nc2ccccc2s1)Nc1ncccn1
  16	-0.3	0.11
- Cc1ccc2c(c1)N(CC(=O)N(Cc1ccc3c(c1)OCO3)CC1CCCO1)C(=O)C(C)O2 (stereo not given)
  .	-0.38	-0.01
- COc1cc(NC(=O)CCCSc2nc(-c3ccco3)cc(C(F)(F)F)n2)cc(OC)c1OC
  -35	-0.97	-1.2
- CC1CC(C)CN(S(=O)(=O)c2ccc(F)c(C(=O)Nc3ccc(Cl)cc3F)c2)C1 (stereo not given)
  22	-0.32	-0.96

Gathered by group, those above with an aryl thioether with sulfur outside any ring
Below each compound – Insulin prom inh	SDO1 yeast rescue Rescue 24 h	SDO1 yeast rescue
- Cc1c(Cl)cccc1-n1c(SCC(=O)N2CCC(C(=O)O)CC2)nnc1-c1ccncc1
  53	.	.
- O=C(c1ccc(-n2c(SCc3cccc(F)c3)nc3ccccc3c2=O)cc1)N1CCOCC1
  -82	0.25	-0.6
- Cn1nnnc1SCCNCc1cccnc1
  .	-0.04	-0.62
- COc1ccc(OC)c(NC(=O)CSc2nnc(Cc3cccn3C)n2CCc2ccccc2)c1
  .	-1.3	-1.2
- COC(=O)c1nn(-c2ccc(OC)cc2)c(=O)cc1Sc1ccc(C)cc1
  41	.	.
- CC1Cc2nc(SCC(=O)NCC3CCCO3)n(Cc3ccccc3)c(=O)c2S1 (stereo not given)
  29	0.92	0.77
- O=C(CSc1nc2ccccc2s1)Nc1ncccn1
  16	-0.3	0.11
- COc1cc(NC(=O)CCCSc2nc(-c3ccco3)cc(C(F)(F)F)n2)cc(OC)c1OC
  -35	-0.97	-1.2

Next part.
Below each compound – Insulin prom inh	SDO1 yeast rescue Rescue 24 h	SDO1 yeast rescue
- CN1CCC(NC(=O)c2cccs2)CC1
  .	1.1	1.4
- C/C(=N\O)c1ccc2c(c1)OCCO2
  -72	.	.
- COCCCNCCOCCOc1ccc(Cl)cc1C(C)(C)C
  -55	-1.3	-1.7
- CC(=O)NC1C(=O)N=C(SCC(=O)Nc2ccc(C(F)(F)F)cc2Cl)NC1=O (stereo not given)
  58	.	.
- O=C1c2ccccc2C(=O)N1c1ccc(Cl)cn1
  -113	-0.03	0.72
- CN(Cc1ccccc1)c1nc(N)nc(Cl)c1C=O
  -11	.	.
- CC(C)c1ccccc1NS(=O)(=O)N(C)C
  -380	.	.
- Cc1cc(=O)oc(C)c1C(=O)OCC(=O)c1ccc(Cl)c(Cl)c1
  39	-1.3	-0.13
- O=C(Nc1cccc(-c2nc3ncccc3o2)c1)c1ccccc1
  -40	.	.
- Cn1nc(-c2ccc(N3CCOCC3)c(NC(=O)COc3ccccc3)c2)c2ccccc2c1=O
  30	.	.
- CCOC(=O)C1=C2c3cc(OC)c(OC)cc3CC(C)(C)N2C(=O)C1=O
  -46	0.37	0.75
- CCCS(=O)(=O)N1CCN(C(=O)COc2ccc(OC)cc2)CC1
  -10	0.43	0.56
- CCOc1cc(C(=O)N/N=C(\C)Cc2ccc(OC)cc2)cc(OCC)c1OCC
  .	2.9	2.2
- Cc1c(NC(=O)COC(=O)C(c2ccc(Cl)cc2)C(C)C)c(=O)n(-c2ccccc2)n1C (stereo not given)
  .	-0.29	-0.35
- CC(=O)c1c(C)[nH]c(C(=O)OCC(=O)NCCc2ccc(Cl)cc2)c1C
  13	0.33	0.42
- COc1cc(/C=C2\SC(=S)N(CC(=O)Nc3cccnc3)C2=O)cc(OC)c1OC
  -37	-0.16	-0.48
- COc1ccccc1C(=O)Nc1cc2cc(Br)ccc2oc1=O
  73	0.09	-1.2
- S=c1[nH]nc(-c2ccc3ccccc3n2)n1Cc1ccccc1
  7	-0.83	-1.3
- COc1ccccc1OC(C)C(=O)Nc1nc(-c2ccc(S(=O)(=O)N3CCOCC3)cc2)cs1 (stereo not given)
  14	-1.8	-0.7
- CCOC(=O)c1ccc(CNC(=O)Cn2nnc(-c3cccc(C)c3)n2)o1
  -27	.	.
- O=c1c2c(-c3ccccc3)csc2nc2n1CCC2
  16	1.4	1.4
- COCCOC(=O)C1=C(C)NC2=C(C(=O)CCC2)C1c1ccc2c(c1)OCO2 (stereo not given)
  .	-0.02	0.45
- O=C(Nc1nc2c(s1)C(=O)CCC2)c1ccccc1
  .	1.1	0.9
- CCN1CCN(CCCNC(=O)Cn2cc3c(n2)CCCC3)CC1
  .	0.26	0.68
- Cc1ccc(NC(=O)C2CC(=O)n3ncnc3N2)cc1C (stereo not given)
  55	.	.
- O=C1C2C3C=CC(C4CC34)C2C(=O)N1/N=C/c1ccc(-c2cccc([N+](=O)[O-])c2)o1 (stereo not given)
  6	-1.2	-1.1
- CCCC(=O)Nc1ccc(NC(=O)CCc2ccccc2)cn1
  .	-1	-0.51
- COc1ccc(CCNC(=O)Cn2cccc2C(=O)c2ccccc2)c(OC)c1
  -7	.	.
- CCOc1ccc(CNC(=S)N/N=C/c2cccnc2)cc1
  -14	-1.5	-1.6
- COc1ccc(N2CCc3c(C)nc4c(OC)cc(OC)cc4c32)cc1
  -10	.	.
- COCCCNC(=O)c1cc2c(=O)n(C)c3ccccc3c2n1C
  .	-0.94	-0.45
- Nc1ccc(C(=O)OCCCc2nc3ccccc3[nH]2)cc1
  -14	0.6	1.2
- COc1ccc(C2CC(=O)NC3=C2C(=O)CCC3)cc1Cl (stereo not given)
  9	0.48	0.52
- COc1ccc(NC(=S)N2CCN(C(=O)C3CCCO3)CC2)c(OC)c1 (stereo not given)
  -18	0.46	1
- Cc1cccc(NC(=O)/C=C/c2ccc3c(c2)OCO3)n1
  .	1.3	1.2
- O=C(CSc1ncnc2ccccc12)c1ccco1
  -92	.	.
- Cc1ccc(NC(=S)N2CCCC2)cc1
  17	.	.
- CCCSC1=N/C(=C/c2ccsc2)C(=O)N1c1ccccc1
  0	-0.31	-0.39
- Cc1ccc(C2N(c3ccc(Cl)c(Cl)c3)C(=O)C3CCCN32)o1 (stereo not given)
  -343	-0.12	0.09
- CC1(C)NC(=O)N(CC(O)COc2ccc(-c3ccc(C#N)cc3)cc2)C1=O (stereo not given)
  31	-0.97	-0.78
- Cc1ccccc1S(=O)(=O)Nc1nc2ccccc2nc1NCCO
  -4	0.5	0.1
- c1ccc(CNC23CC4CC(CC(C4)C2)C3)nc1
  -50	.	.
- Cc1cc(Cl)c(S(=O)(=O)N2CCSCC2)cc1OCC(N)=O
  -32	0.53	-0.34
- CCOCCn1c(SC)nc2c1c(=O)[nH]c(=O)n2C
  ?	-0.41	0.65
- CS(=O)(=O)N(CC(=O)Nc1ccc(CC#N)cc1)c1ccc(C23CC4CC(CC(C4)C2)C3)cc1
  8	-0.94	-1.4
- S=C(NCc1ccco1)N1CCC(c2nc3ccccc3o2)CC1
  -7	.	.
- COc1ccc(C(CC(=O)O)NC(=O)COc2ccccc2)cc1 (stereo not given)
  69	0.96	1.4
- CCOc1ccc(NC(=O)CN(c2cc(C)cc(C)c2)S(=O)(=O)c2c(C)noc2C)cc1
  .	-1.2	-1.2
- Cc1cc(C)n(-c2nc(O)cc(=O)[nH]2)n1
  65	-0.34	0.42
- CCc1nc(SCc2nc3ccccc3[nH]2)c2oc3ccccc3c2n1
  44	-0.33	-1.6
- CC(C)(C)n1nnnc1C(c1cccs1)N1CCN(c2ccccc2)CC1 (stereo not given)
  -37	-0.62	-1.6
- COC(=O)c1ccccc1NC(=O)CSc1ccccc1
  .	-0.59	-0.77
- CC/C(=N\NC(=O)c1ccccc1Cl)c1ccc(Br)s1
  -39	-0.31	-0.73
- O=C1Nc2ccc(F)cc2C12Nc1ccccc1-c1nnc(SCc3ccccc3Cl)nc1O2 (stereo not given)
  -16	-1.2	-1.8
- CC12CN3CC(C)(CN(C1)C3c1ccc(Cl)cc1Cl)C2O (stereo not given)
  11	.	.
- N#Cc1c(N2CCCCC2)nc(N)c2c(N)nc3c(c12)CC(CCl)O3 (stereo not given)
  7	.	.
- CCc1c(O)nc2sc3ccccc3n2c1=O
  .	-0.76	-0.03
- O=S(=O)(NCc1ccccn1)c1ccc(Br)s1
  .	0.27	0.75
- O=C1c2ccccc2C(Nc2ccc(S(=O)(=O)N3CCCCC3)cc2)N1Cc1ccco1 (stereo not given)
  .	-0.76	-0.87
- COc1ccc(C(=O)O/N=C(/C)c2cccs2)cc1
  3	0.24	-0.3

Following part
Below each compound – Insulin prom inh	SDO1 yeast rescue Rescue 24 h	SDO1 yeast rescue
- CC(=O)N(c1ccc(Br)cc1)C1C=CS(=O)(=O)C1 (stereo not given)
  .	-0.92	-0.23
- O=C1c2ccccc2C(=O)N1CC(O)Cn1nnc2ccccc21 (stereo not given)
  36	-0.24	0.4
- O=C(c1cc(N2C(=O)C3C4CCC(C4)C3C2=O)ccc1Cl)N1CCCCCC1 (stereo not given)
  -26	.	.
- COc1ccc2cc(/C=N/NC(=O)CSCc3ccc([N+](=O)[O-])cc3)c(Cl)nc2c1
  0	-0.11	-0.17
- Cc1cc(C=O)c(C)n1-c1ccc(NC2CCCCC2)c([N+](=O)[O-])c1
  -37	-0.86	-1.5

High-throughput results (PubChem BioAssay)

Only part of the results is shown (hit frequency here may not be typical).
